Bioassay records from PubChem BioAssay.
HepG2 viability: HepG2 cytotoxicity, counter-screen for TGF-b inhibitors. Potency, µM (top dose mostly 46.1 µM), inactives show at the top dose activity change, negative = cytotoxicity, hits mostly cytotoxic. HepG2 CAGA-GFP viability, ATP luminescence, 18 h. 410,000 compounds, 0.76% hits. AID 588856; further: potency means the concentration at half of the fitted maximal effect; some results filed as inactive show a strong effect at the top dose
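CellTiter-Glo luminescence gave cytotoxicity after 18 hours at 37 degrees C. The cells were HepG2 CAGA-GFP in 1% FBS DMEM, stimulated with 500 pg/mL TGF-beta after compound addition. %Activity was normalised to no-cell wells (complete cell-killing) and DMSO (no toxicity), and curves were fitted and classified.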
IL-1B inflam inh: blocks inflammasome-driven IL-1 beta release; activity change, % at 57.5 µM; 360,000 compounds, 4.7% hits; THP-1 LPS/ATP IL-1B secretion, AlphaLISA, 16 h; hits give low values; in the data active means activity change below about -50%; inconclusive means mostly about -30% to -49%; further: on the % scale 0 is the no-effect control and ±100 the full control effect
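THP-1 cells pretreated 1 hr with compounds (up to 57.5 uM final), then stimulated with LPS (250 ng/mL final) plus ATP (1.25 mM final); secreted IL-1B measured by AlphaLISA after 16 hr, decreased signal indicating inhibition.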
S2 tox: viability counter-screen for ATXN expression inhibitors; S2 cells (HEK-293 line with an ATXN2-luciferase reporter) viability, CellTiter-Fluor protease fluorescence, 24 h; Potency, µM (doses to about 56.7 µM), hits mostly cytotoxic; 400,000 compounds, 0.49% hits; AID 651635; further: potency means the concentration at half of the fitted maximal effect; nearly all actives have a fitted effect of over 40% in size
Nrf2 inh: Nrf2 pathway inhibition; A549 ARE-Fluc reporter, luciferase luminescence, 18-24 h; Potency, µM (doses to about 46 µM), without a hit: at the highest dose activity change, negative = inhibition, hits mostly inhibitors; 360,000 compounds, 2.1% hits; AID 504444; further: potency means the concentration at half of the fitted maximal effect; on the % scale 0 is the no-effect control and ±100 the full control effect; nearly all actives have a fitted effect of over 60% in size
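Quantitative HTS in A549 cells stably bearing an antioxidant response element-firefly luciferase construct. Inhibition of Nrf2-driven transcription was scored by luminescence after 18-24 h of compound exposure at 37 °C.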
MCF10A rerep: DNA re-replication induction in MCF 10a cells | AID 624296 | MCF 10A DNA re-replication, Hoechst nuclear intensity, 48 h | 350,000 compounds, 2.9% hits | Potency, µM (highest dose often 46.1 µM), inactives show at the highest dose activity, positive = re-replication, hits mostly activators; further: potency means the concentration at half of the fitted maximal effect; % of control where 0% means no effect; nearly all actives have a fitted effect of over 50% in size
A549 viability: counter-screen for Nrf2 inhibitors: cytotoxicity in A549 cells; 390,000 compounds, 0.16% hits; Potency, µM (series often up to 46 µM), without a hit: top-dose activity change, negative = cytotoxicity, actives largely listed as inhibitors; A549 ARE-Fluc cells, CellTiter-Fluor viability, 18-24 h; further: potency means the concentration at half of the fitted maximal effect; on the % scale 0 is the no-effect control and ±100 the full control effect
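A549 ARE_Fluc cells in 5% FBS OPTI-MEM were exposed to compounds in concentration-response for 18-24 h at 37 deg C. Viability was read by CellTiter-Fluor fluorescence (Ex 405/Em 525) after 30 min, before the luciferase read.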
ATXN2 expr inh: reduces ATXN2 reporter expression in HEK-293 cells; HEK-293 ATXN2-luciferase reporter, luminescence, 24 h; Potency, µM (highest dose often 57 µM), for inactives: top-dose activity change, negative = inhibition, hits mostly inhibitors; 360,000 compounds, 0.72% hits; AID 1745845; further: potency means the concentration at half of the fitted maximal effect; on the % scale 0 is the no-effect control and ±100 the full control effect; nearly all actives have a fitted effect of over 55% in size
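ATXN2-luciferase reporter cells (luciferase flanked by upstream and downstream ATXN2 gene portions) were treated 24 h at 37 °C with compounds at up to 57 uM. SteadyGlo luminescence gave expression; GF-AFC fluorescence gave viability.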
Nrf2 activator: activates Nrf2 signaling | AID 624171 | 410,000 compounds, 0.31% hits | Potency, µM (series often up to 46.1 µM), inactives show top-dose activation, actives largely listed as activators | AREc32 ARE-luciferase reporter (MCF7-derived line), luminescence, 24 h; further: potency means the concentration at half of the fitted maximal effect; % of control where 0% means no effect; nearly all actives have a fitted effect of over 65% in size
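Reporter line AREc32 (ARE-Fluc), seeded overnight in OPTI-MEM with 5% FBS; compound pin-transferred, 24 hr at 37 deg C, 5% CO2; luminescent read-out.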
TGFb SMAD3 inh: blocks TGF-b signaling. 410,000 compounds, 1.2% hits. HepG2 CAGA-GFP TGF-b/SMAD3 reporter, GFP fluorescence, 18 h; TGF-beta stimulated, 500 pg/mL final. Potency, µM (titrated, usually from 46.1 µM), inactives show top-dose activity, negative = inhibition, most hits filed as inhibitors; further: potency means the concentration at half of the fitted maximal effect; on the % scale 0 is the no-effect control and ±100 the full control effect; nearly all actives have a fitted effect of over 65% in size
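TGF-beta reporter screen: HEPG2 CAGA-GFP, 1% FBS, 500 pg/mL TGF-beta final, 18 h; per-cell GFP summed per well; curves fitted and categorized by class.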
Starred values were filed as active, the others as inactive; i = inactive; ? = inconclusive; / = no result given; [ ] = remark or other dose. Unless noted, the call rests on the fitted dose curve; in most records, active means well fitted curve in the direction sought with a large enough effect; inconclusive means small, poorly fitted or top-dose-only effect, or another doubt; inactive means no such curve, though single readings can be large; an effect the other way counts as inactive or inconclusive.

The first two entries as a preview:
SMILES | HepG2 viability | IL-1B inflam inh | S2 tox | Nrf2 inh | MCF10A rerep | A549 viability | ATXN2 expr inh | Nrf2 activator | TGFb SMAD3 inh
COc1ccc(CCNC(=O)CSc2nc3ccsc3c(=O)n2CC2CCC(C(=O)O)CC2)cc1OC (stereo not given) | -2.4% | 32.7 | i | 12.2% | -0.1% | -1.0% | -6.7% | -0.8% | 0.9%
O=C(CCSc1ccccc1)Nc1nccs1 | -4.2% | -0.1 | i | -19.0% | 18.0% | -27.8% | 0.5% | 0.6% | 32.7%[activator]

The whole of this part, from the first entry:
SMILES | HepG2 viability | IL-1B inflam inh | S2 tox | Nrf2 inh | MCF10A rerep | A549 viability | ATXN2 expr inh | Nrf2 activator | TGFb SMAD3 inh
COc1ccc(CCNC(=O)CSc2nc3ccsc3c(=O)n2CC2CCC(C(=O)O)CC2)cc1OC (stereo not given) | -2.4% | 32.7 | i | 12.2% | -0.1% | -1.0% | -6.7% | -0.8% | 0.9%
O=C(CCSc1ccccc1)Nc1nccs1 | -4.2% | -0.1 | i | -19.0% | 18.0% | -27.8% | 0.5% | 0.6% | 32.7%[activator]
CCOC(=O)c1c(-c2ccccc2)csc1NC(=O)c1cc(-c2cccc(OC)c2)on1 | 5.5% | / | i | 7.9% | / | -3.3% | 10.5% | 1.8% | 3.3%
CCn1c2ccccc2c2cc(CN3CCN(Cc4ccc(Br)cc4)CC3)ccc21 | 11.2µM* | / | / | 2.3% | / | 1.0% | / | -2.4% | ?
CCN(CC)C(=O)Cn1cc(S(=O)(=O)Cc2cccc([N+](=O)[O-])c2)c2ccccc21 | -5.9% | -14.1 | i | 2.8% | 0.2% | -4.8% | -7.1% | 1.1% | -0.4%
COc1cc(NC(=O)CN2C(=O)COc3ccc(S(=O)(=O)N4CCOCC4)cc32)cc(OC)c1 | 8.1% | -4.7 | i | -25.1% | 0.8% | -0.7% | 3.7% | -0.2% | 20.4%
COC(=O)c1c(SCc2ccc(C#N)cc2)nc(=O)[nH]c1C | -11.7% | -5.5 | i | -22.1% | -11.4% | -1.9% | -5.2% | 0.3%[9.22 µM] | 5.1%
O=S(=O)(CCN1C=CC(C(F)(F)F)=NCC1)c1ccc(Cl)cc1Cl | -13.7% | -67.6* | / | ? | -2.4% | 4.1% | -6.8% | 2.3% | 6.4%
CN(C)C(CNc1ccc(S(C)(=O)=O)cc1[N+](=O)[O-])Cc1ccccc1 (stereo not given) | -0.1% | -19.5 | i | -26.6% | -1.5% | -11.1% | -27.8% | 2.4% | 17.6%
CCOC(=O)N1CCN(C(=O)C2CCN(S(C)(=O)=O)CC2)CC1 | -10.7% | 0.0 | i | -19.9% | 0.9% | 1.0% | 5.0% | 0.3% | -11.0%
CC(OC(=O)c1cn(-c2ccccc2)nc1-c1cccnc1)C(N)=O (stereo not given) | -10.9% | -4.1 | i | -12.0% | 3.4% | 1.6% | -23.3% | 2.2% | 22.5%
CC(C)OCCCNC(=S)Nc1ccc2nc3n(c(=O)c2c1)CCCCC3 | -0.9% | 24.1 | i | 13.4% | -5.0% | -2.3% | -2.7% | 0.3% | -0.3%
C=CCc1cccc(C=Nc2cc(Br)ccc2O)c1O | -9.7% | 19.0 | i | ? | ? | -16.6% | 2.7% | 6.31µM* | 0.0%
CCN(CC)S(=O)(=O)c1ccc2c(c1)c(=O)c(C(=O)NCc1ccco1)cn2C | -19.3% | -7.5 | i | 1.9% | -1.7% | 9.4% | / | 25.1% | -2.0%
COc1ccccc1C(=O)NC(=O)COC(=O)C1CC1 | -3.9% | 10.8 | i | -0.7% | -3.3% | 5.4% | 5.0% | 2.3% | ?
COC(=O)c1nc(N)sc1-c1ccc(Cl)cc1 | -0.3% | 0.0 | i | -26.7% | -1.3% | 0.6% | / | 11.4% | -3.6%
CC(=O)Nc1nnc(SCC(=O)NC(C)(C)C)s1 | 1.1% | 13.7 | ? | 0.2% | -7.2% | -7.6% | -6.0% | -0.8% | 16.9%
CC(=O)N1CCc2cc(S(=O)(=O)NC(Cc3ccccc3)C(=O)Nc3cccc(C)c3)ccc21 (stereo not given) | -2.9% | / | i | -23.5% | / | 8.6% | -35.6% | -0.8% | -16.0%
COc1ccc(NC(=S)N(Cc2cccnc2)Cc2cc3cc(OC)c(OC)cc3[nH]c2=O)cc1 | 9.6% | -4.4 | i | -14.9% | 4.0% | -16.7% | / | 4.9% | 20.5%
CN1CCN(CC(O)Cn2c3ccccc3c3ccccc32)CC1 (stereo not given) | -1.1% | -11.8 | i | 17.7% | -13.0% | 11.0% | / | 3.7% | 6.7%

In another format: two of the compounds above.
canonical_smiles: CCn1c2ccccc2c2cc(CN3CCN(Cc4ccc(Br)cc4)CC3)ccc21
  HepG2 viability: 11.2µM* | IL-1B inflam inh: / | S2 tox: / | Nrf2 inh: 2.3% | MCF10A rerep: / | A549 viability: 1.0% | ATXN2 expr inh: / | Nrf2 activator: -2.4% | TGFb SMAD3 inh: ?

canonical_smiles: COc1ccc(CCNC(=O)CSc2nc3ccsc3c(=O)n2CC2CCC(C(=O)O)CC2)cc1OC (stereo not given)
  HepG2 viability: -2.4% | IL-1B inflam inh: 32.7 | S2 tox: i | Nrf2 inh: 12.2% | MCF10A rerep: -0.1% | A549 viability: -1.0% | ATXN2 expr inh: -6.7% | Nrf2 activator: -0.8% | TGFb SMAD3 inh: 0.9%

(further entries)
SMILES | HepG2 viability | IL-1B inflam inh | S2 tox | Nrf2 inh | MCF10A rerep | A549 viability | ATXN2 expr inh | Nrf2 activator | TGFb SMAD3 inh
COc1cc(-c2nnc(SCC(=O)NC3CCCC3)n2C)cc(OC)c1O | 11.2% | 13.9 | i | -10.2% | 0.4% | -5.1% | 11.2% | 0.1% | 23.1%
CC(C)C1N=C2c3ccccc3N=C(SCC(=O)NCCc3ccc(S(N)(=O)=O)cc3)N2C1=O (stereo not given) | -14.8% | -0.5 | i | ? | 0.6% | -1.5% | -2.8% | 0.0% | -10.2%
O=C(c1cc2ccccn2n1)N1CCN(Cc2ccccc2)CC1 | 3.3% | 5.3 | i | 0.4% | 3.2% | -16.5% | 23.1% | -0.1% | -12.0%
O=C(CNC(=O)c1ccc(Br)o1)OCC(=O)c1cccc([N+](=O)[O-])c1 | 10.8% | 18.7 | i | 11.2% | -2.3% | -2.6% | -22.9% | 0.6% | -3.2%
CC(=O)Nc1ccc(/C=C2\CCc3ccccc3C2=O)cc1 | -39.8% | -96.1* | i | ? | -13.4% | 2.1% | 51.2%[activator] | 8.5% | -12.0%
Cc1cc(OCC(=O)Nc2ccc(S(=O)(=O)N3CCN(C)CC3)cc2)ccc1Cl | -30.7% | -13.5 | i | -10.4% | ? | 1.7% | -3.3% | -0.3% | -7.1%
CC1CCN(C(=O)c2ccc(CS(=O)(=O)Cc3ccccc3)cc2)CC1 | 7.0% | 7.6 | i | ? | 14.8% | -3.1% | -12.0% | 0.4% | -0.6%
CCOc1ccc(NC(=O)CSc2nc3ccsc3c(=O)n2CC)cc1 | -0.5% | / | / | / | / | 2.6% | / | -0.3% | -6.7%
CCOC(=O)[C@]12CCCC=C1N(Cc1cccc3ccccc13)C(=O)[C@H](CC(=O)NCc1ccc(OC)c(OC)c1)C2 | / | -69.2* | ? | / | / | / | ? | 0.1% | /
CC(NC(=O)c1ccc(F)cc1)C(=O)NC1=NCCS1 (stereo not given) | 8.0% | -2.6 | i | 8.0% | 3.2% | -4.0% | -5.1% | -0.9% | 9.7%
CC(C)C(NC(=O)C12CC3CC(CC(C3)C1)C2)C(=O)O (stereo not given) | -4.5% | 11.6 | i | 11.9% | -4.2% | / | -3.7% | 0.0% | 15.4%
CCc1nn(Cc2c(C)cc(C)cc2C)c(=O)c2cc3cc(C)ccc3n12 | -8.3% | / | i | 14.2% | / | 1.0% | 1.2% | -0.9% | -19.2%
Cc1ccc(C(=O)CCC(=O)Nc2ccccc2F)cc1 | 0.8% | -22.9 | i | 28.9% | 5.4% | -9.0% | 42.4%[activator] | 0.3% | -2.4%
O=c1nc(N2CCCCC2)nc(Nc2ccccc2)[nH]1 | -19.2% | ? | ? | -0.5% | 14.5% | 26.1% | -8.2% | 2.3% | 9.1%
COc1ccc(N2CC(O)(c3ccc(C)cc3)[N+]3=C2CCCC3)cc1 (stereo not given) | 0.3% | 0.2 | i | 3.6% | 1.2% | 3.9% | -17.2% | -0.5% | -13.5%
N#CC1=C(SCC(=O)Nc2ccc(C(=O)O)cc2)NC(=O)CC1c1ccco1 (stereo not given) | 7.5% | 1.5 | i | ? | -3.4% | ? | / | -0.5% | 1.1%
N#CCCN(C(=O)COC(=O)C1=NNC(=O)CC1)c1ccccc1 | 6.0% | 36.1 | i | -2.8% | 5.4% | 3.0% | 5.3% | -0.5% | 13.1%
O=C(O)c1cc2nc(-c3cccs3)cc(C(F)(F)F)n2n1 | -11.1% | 14.9 | i | 4.6% | 2.2% | -13.0% | -19.0% | 0.0% | -10.6%
Nc1nnc(SCC(=O)Nc2cc(S(=O)(=O)N3CCOCC3)ccc2Cl)s1 | -3.3% | -21.8 | ? | -7.3% | -21.3% | 3.2% | 7.1% | 2.3% | 5.3%
CCN(CC)C1CCN(C(=O)c2ccc3nc(Cc4ccc(OC)cc4)oc3c2)C1 (stereo not given) | 7.1% | -3.7 | i | 15.9% | -7.4% | -2.3% | / | 2.1% | 1.7%
CCOC(=O)C1=C(CS(=O)(=O)c2ccc(OC)c(Cl)c2)NC(=O)NC1c1cccc(OC)c1 (stereo not given) | -40.4% | / | i | -9.9% | / | -7.3% | -2.6% | -0.1% | -2.7%
Cc1ccccc1NC(=O)Cc1nc(-c2ccc3ccccc3c2)cs1 | -12.6% | -1.6 | i | -24.7% | ? | 8.6% | -17.5% | -0.6% | -3.7%
Oc1ccc(/C=N/N(Cc2ccccc2)c2ccccc2)c(O)c1O | -1.2% | ? | i | -10.7% | 3.7% | -27.3% | -35.3% | 4.0% | -23.1%
O=C(NC12CC3CC(CC(C3)C1)C2)c1ccccc1O | -39.3% | -16.1 | i | -24.0% | 8.2µM* | -10.7% | 2.2% | 0.2% | -5.2%
